# HTT cytoprotect – cytoprotection in Huntington HTT-Q103 PC12 cell model | Potency, µM (doses to about 56.4 µM), without a hit: cytoprotection (ATP increase), hits mostly activators | PC12 HTT-Q103 induced, cytoprotection, ATP luminescence, 40 h | 230,000 tested, 0.14% active | AID 1471;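 also: potency is read from the fitted curve at half-maximal effect; % of control where 0% means no effect; nearly all actives have a fitted effect of over 45% in size; toxic huntingtin expression switched on by the ecdysone agonist tebufenozide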
#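 ATP quantification (ATPlite) reports survival of PC12 cells in which tebufenozide, 100 nM final, switches on Htt exon 1 with 103 glutamines linked to GFP; compounds are titrated.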
# HTT aggregate – mutant huntingtin aggregation inhibition; 220,000 tested, 1.1% active; PC12 HttQ103-GFP aggregates, Acumen cytometry, 40 h; AID 1688; Potency, µM (series often up to 46.1 µM), for inactives: top-dose activity change, negative = inhibition, hits mostly inhibitors; also: potency is read from the fitted curve at half-maximal effect; % is scaled to controls: 0 for no effect and ±100 for the full control effect; nearly all actives have a fitted effect of over 60% in size
#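 Using laser scanning cytometry, GFP-positive aggregates were counted after lysis of PC12 cells induced with 100 nM tebufenozide to express HTT exon 1 Q103–GFP. Compounds were tested in titration.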
# KinaseGlo FLuc – Kinase-Glo luciferase inhibition (counter-screen) | Q27757 | Kinase-Glo luciferase, ATP luminescence, 8 min | Potency, µM (highest dose often 38.3 µM), for the others: top-dose activity change, negative = inhibition, most hits filed as inhibitors | 200,000 tested, 0.28% active; also: potency is read from the fitted curve at half-maximal effect; % is scaled to controls: 0 for no effect and ±100 for the full control effect; nearly all actives have a fitted effect of over 60% in size
#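 Recombinant Kinase-Glo luciferase, 10 uM ATP (linear range), luciferin; imidazole pH 7.2 / KCl / MgCl2 / Tween / BSA buffer; 8 min RT; luminescence.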
# LMNA splice mod – changes lamin A minigene splicing in HeLa cells; 200,000 tested, 0.01% active; HeLa LMNA splicing GFP/RFP minigene ratio, 48 h; Potency, µM (doses to about 46.1 µM), without a hit: top-dose ratio change, negative = inhibition, most hits filed as inhibitors; active = well fitted inhibition curve with a large enough effect in the signal ratio, with a control signal flat, not every such curve was filed as active; inconclusive = small, poorly fitted or top-dose-only effect, or effect the other way, or a change in a side signal; the % refers to the signal ratio; also: potency is read from the fitted curve at half-maximal effect; % is scaled to controls: 0 for no effect and ±100 for the full control effect
#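 S3 HeLa cells stably expressing lamin A-EGFP splicing minigene plus DsRed2, 600 cells/well, 48 h compound exposure at 37C. Laser-scanning cytometry; analysed as GFP (500-530 nm)/RFP (575-640 nm) total intensity ratio; 0.5% DMSO vehicle.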
# CBFb RUNX1 block – inhibitors of human CBF-beta and RUNX1 interaction; AlphaScreen CBFb-His/RUNX1-biotin binding, biochemical; 230,000 tested, under 10 active; AID 1477; Potency, µM (series often up to 59.8 µM), for inactives: at the top dose activity, negative = inhibition, actives largely listed as inhibitors; also: % of control where 0% means no effect
# Target sequence (Q01196 whole entry, looked up): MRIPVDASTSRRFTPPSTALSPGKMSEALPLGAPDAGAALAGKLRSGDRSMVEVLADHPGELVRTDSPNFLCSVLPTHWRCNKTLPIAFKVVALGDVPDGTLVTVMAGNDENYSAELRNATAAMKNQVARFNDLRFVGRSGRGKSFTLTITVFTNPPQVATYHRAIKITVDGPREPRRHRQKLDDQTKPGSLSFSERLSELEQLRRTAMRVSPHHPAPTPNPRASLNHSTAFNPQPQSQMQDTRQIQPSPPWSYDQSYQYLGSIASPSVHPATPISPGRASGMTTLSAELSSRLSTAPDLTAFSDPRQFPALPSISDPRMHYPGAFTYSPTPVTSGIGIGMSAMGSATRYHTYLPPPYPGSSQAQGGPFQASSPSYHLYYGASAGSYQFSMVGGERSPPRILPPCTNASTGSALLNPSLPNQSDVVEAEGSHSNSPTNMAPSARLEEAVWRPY
# Target sequence (Q13951 whole entry, looked up): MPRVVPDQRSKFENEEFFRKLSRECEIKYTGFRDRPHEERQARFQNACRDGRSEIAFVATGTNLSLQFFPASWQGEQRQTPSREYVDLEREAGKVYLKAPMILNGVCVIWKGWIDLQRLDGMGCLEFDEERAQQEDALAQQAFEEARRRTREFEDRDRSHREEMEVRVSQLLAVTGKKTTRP
#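 CBF-beta (His) and RUNX1 (biotin), 30 nM each; 20 min preassociation; + compound, 15 min; + beads 50 ng each (Ni, streptavidin), 90 min; RT; AlphaScreen read.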
# SMN2 splice up – enhancers of SMN2 splice variant expression; AID 1458; HEK293 SMN2-luciferase splicing reporter, luminescence, 30-36 h; Potency, µM (top dose mostly 46.1 µM), for inactives: at the highest dose activity change, positive = activation, most hits filed as activators; 210,000 tested, 2.8% active; also: potency is read from the fitted curve at half-maximal effect; % of control where 0% means no effect; nearly all actives have a fitted effect of over 55% in size
#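 HEK293 cells carry an SMN2 […]–luciferase reporter in which exon 7 inclusion puts luciferase in frame. Cells were plated 10-12 h before compound addition, then incubated 30-36 h at 37C. ONE-Glo luminescence was read; sodium butyrate at 4.5 mM final served as control.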
# IMPase Li cell – IMPase inhibition in cells with lithium potentiation; CHO-M1 cells, IP1 TR-FRET (IP-One), carbachol + lithium; Potency, µM (doses to about 59.4 µM), for inactives: at the top dose activity, negative = IMPase inhibition, most hits filed as inhibitors; 210,000 tested, 0.35% active; AID 1457;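 also: IP1 builds up when IMPase is blocked and the TR-FRET signal falls; potency is read from the fitted curve at half-maximal effect; plate controls were basal vehicle for no effect and high inhibitor control for full effect; nearly all actives have a fitted effect of over 50% in size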
#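 CHO-M1, 2000 cells/well, 16–30 h culture; cpd + low Li+, 30 min 37C; lysis with d2-IP1/Eu-anti-IP1 Ab, 10 min RT; TR-FRET 665/620 ratio and 620 channel; AC50 via Hill.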
# Starred values were filed as active, the others as inactive; ? = inconclusive; . = no result given; & = joins results of further samples; [ ] = dose if it differs, or a comment. Unless noted, calls follow the shape of the dose curve; as a rule, active = well fitted curve in the direction sought with a large enough effect; inconclusive = small, poorly fitted or top-dose-only effect, or another doubt; inactive = no such curve, though single readings can be large; an effect the other way counts as inactive or inconclusive.
molecule,HTT cytoprotect,HTT aggregate,KinaseGlo FLuc,LMNA splice mod,CBFb RUNX1 block,SMN2 splice up,IMPase Li cell
COc1ccc(CCNC(=O)CCCN2C(=O)c3ccccc3C2=O)cc1OC,15.9%,-7.3%,-4.3%,-1.8%,0.1%,1.9%,-4.7%[38.3 µM]
Cc1ccc(S(=O)(=O)NC(=O)Nc2ccc(F)cc2)cc1,10.8%[10 µM],-17.6%,1.9%,2.9%,8.2%,7.5%,1.4%
CCn1c2ccccc2c2cc(N=C3SC(CC(=O)Nc4ccccc4OC)C(=O)N3C)ccc21 (centres undefined),-36.6%,-6.2%,-3.9%,13.2%,0.7%,-10.2%,-1.3%[38.3 µM]
Cc1ccc(C2CC(c3cccc(Br)c3)n3nc(N)nc3N2)cc1 (centres undefined),-9.1%[10 µM],-4.3%,0.9%,-7.9%,-1.0%,3.7%,7.7%[38.3 µM]
Cc1cc(Nc2cccc([N+](=O)[O-])c2)c2cccc(C)c2n1,?,42.6%[9.22 µM],.,.,2.6%,.,.
Cc1cc(-c2n[nH]c(=S)n2/N=C/c2ccc(Cl)c([N+](=O)[O-])c2)n[nH]1,-86.8%[inhibitor][10 µM],?,0.3%,-1.7%,6.4%,18.7%,-25.2%
Cc1ccc(OCCNc2ccc(C(F)(F)F)cc2[N+](=O)[O-])cc1,20.8%[10 µM],-16.3%,-2.6%,-13.7%,1.7%,4.1%,4.7%
CCNC(=S)NNC(=O)c1ccc(OC(F)F)cc1,2.7%,?,-0.4%,-3.9%,5.8%,-9.0%,22.8%[38.3 µM]
O=C(CN1C(=O)CCC1=O)Nc1nc(-c2ccc(Cl)s2)cs1,8.6%[10 µM],13.3%,2.7%,?,-1.2%,-19.4%,-4.0%
CC1CSc2nc3sc4c(c3c(=O)n21)CCCC4 (centres undefined),-20.0%,11.2%,7.2%,1.9%,2.3%,-14.1%,-2.3%[38.3 µM]
CCC(Sc1ccc(Cl)cc1)C(=O)Nc1nnc(-c2cccc([N+](=O)[O-])c2)s1 (centres undefined),.,-10.6%,-1.2%,1.1%,-6.3%[2.36 µM],-16.6%,24.1%
COc1cc(C)nc(NC(=S)N(C)C(=O)c2ccccc2)n1,-2.0%[10 µM],-3.3%[9.22 µM],.,.,-1.0%,.,.
Cc1cc(NC(=O)CSc2ccc(-c3nc4cc(C)c(C)cc4[nH]3)cn2)no1,15.8%,13.2%,?,3.3%,0.6%,-25.7%,11.2µM*
O=c1cc(-c2ccccc2)[nH]c2cc(Cl)ccc12,-195.3%[inhibitor][96.6 µM],-0.5%,1.5%[39.9 µM],?,-5.3%[89.1 µM],-21.6%,-3.6%&-8.0%
COc1ccc(Nc2nc(N3CCCCC3)nc(N3CCCCC3)n2)c(OC)c1,7.1%,3.1%,0.8%,11.8%,0.2%,-12.8%,12.5%[38.3 µM]
COC(=O)CCCCCCCCC(O)CN(C)C (centres undefined),19.5%[10 µM],-5.1%[9.22 µM],.,.,6.7%,.,.
Cc1cc(=O)oc2cc(OCC(=O)OCC(=O)NC3CC3)ccc12,-17.9%,-2.4%,-0.3%,?,14.9%,1.3%,-16.1%
O=C(COC(=O)c1ccccc1C(=O)c1ccccc1)c1ccco1,14.2%[4.97 µM],2.4%,1.2%,-10.2%,11.7%,5.0%,4.5%
CCc1c(C)[nH]c2c1C(=O)C(CN1CCOCC1)CC2 (centres undefined),.,.,-1.1%,?,15.8%,4.6%,-6.6%
CCN(CCO)Cc1csc2cc(C)ccc12,.,2.5%,-2.5%,?,-4.9%,-4.6%,-7.0%
COc1cccc(NC(=O)[C@H](C)NC(=O)C2CCN(S(=O)(=O)c3ccc(C)cc3)CC2)c1,0.5%[10 µM],-8.7%[9.22 µM],.,.,4.6%,.,.
CC1(C)N=C(N)N=C(N)N1c1ccc(F)cc1F,-18.2%,-7.7%,.,-2.1%,-0.1%,.,.
Cn1nnnc1Sc1ncnc2scc(-c3ccc(F)cc3)c12,.,7.6%,-2.7%,?,-1.3%,-5.5%,6.6%[38.3 µM]
Cc1ccc(N2C(=O)CC(Sc3ccccc3C(=O)O)C2=O)cc1 (centres undefined),2.8%[10 µM],4.0%,7.4%,-4.9%,3.5%,-24.8%,1.2%

# Part of the list above, set out differently.
# Order of values: HTT cytoprotect, HTT aggregate, KinaseGlo FLuc, LMNA splice mod, CBFb RUNX1 block, SMN2 splice up, IMPase Li cell
> CCN(CCO)Cc1csc2cc(C)ccc12
    ., 2.5%, -2.5%, ?, -4.9%, -4.6%, -7.0%
> COc1cccc(NC(=O)[C@H](C)NC(=O)C2CCN(S(=O)(=O)c3ccc(C)cc3)CC2)c1
    0.5%[10 µM], -8.7%[9.22 µM], ., ., 4.6%, ., .
> CC1(C)N=C(N)N=C(N)N1c1ccc(F)cc1F
    -18.2%, -7.7%, ., -2.1%, -0.1%, ., .

# Next structures follow:
molecule,HTT cytoprotect,HTT aggregate,KinaseGlo FLuc,LMNA splice mod,CBFb RUNX1 block,SMN2 splice up,IMPase Li cell
O=C(CCN1C(=O)c2ccccc2C1=O)Nc1ccccc1C(=O)N1CCOCC1,14.1%,15.4%,-6.3%,-2.3%,-3.6%,22.0%,26.3%[38.3 µM]
CCOc1cc(C(=O)OCC(=O)Nc2ccc(SC(F)F)cc2)cc(OCC)c1OCC,0.2%[10 µM],20.8%,5.8%,13.1%,-0.4%,?,-2.8%
CCOC(=O)N1CCN(S(=O)(=O)c2ccc(F)c(C(=O)Nc3cccc(C)c3C)c2)CC1,-23.0%,6.5%,5.7%,-14.6%,0.4%,-24.3%,4.1%[38.3 µM]
COc1ccc(C)cc1-n1c(=O)c2ccccc2c2ccccc2c1=O,-9.2%,32.2%,8.1%,?,4.0%,4.3%,17.5%
COCCCNc1nc2nonc2nc1N1CCC(C(C)N2CCOCC2)CC1 (centres undefined),5.2%[10 µM],5.6%[9.22 µM],-2.2%,.,2.4%,.,10.5%
CN1CCN(C(=S)C(=O)Nc2ccccc2)CC1,2.7%[10 µM],23.2%,1.8%,.,-4.8%,9.5%,-0.4%
COC(=O)c1c(F)c(F)c(NCCO)c(F)c1F,4.4%,1.6%,2.3%,12.2%,1.4%,-0.7%,-0.4%[38.3 µM]
O=C(NNC(=O)c1ccccc1F)c1cccc(Cl)c1,-18.4%,1.4%,-4.4%,3.6%[0.0737 µM],6.3%,-2.5%,-6.3%[38.3 µM]
C=C1CC23C[C@H]4[C@@H]5[C@@]6(C)C[C@H](OC(=O)c7ccccc7)[C@@H](OC(C)=O)[C@]57[C@@H]2[C@@H](OC(C)=O)[C@H]1[C@@H](O)[C@H]3[C@H]7N4C6,5.2%[40.3 µM],.,1.8%[17.1 µM],?,-5.3%[21.7 µM],-8.0%[20.6 µM],0.4%
Cc1ccccc1NS(=O)(=O)c1cc(S(C)(=O)=O)ccc1C,-4.3%[10 µM],-7.5%,-2.3%,4.0%,-4.7%,2.1%,-3.2%
COc1ccc(OC)c(CN2CCCC(CO)C2)c1 (centres undefined),-9.6%,1.2%,-0.5%,9.5%,5.2%,3.4%,20.8%[38.3 µM]
O=C(c1ccccc1)c1ccccn1,26.6%,21.6%,-1.6%,25.0%[46 µM],-3.9%,11.6%,-7.5%
CCn1nc(C(=O)OCC(=O)c2c[nH]c3ccccc23)c2ccccc2c1=O,-0.2%,7.9%,-3.2%,11.9%,0.8%,-9.6%,9.5%[38.3 µM]
CC1=CC(C)(C)N(C(=O)CCl)c2ccccc21,-7.8%[10 µM],-1.2%[9.22 µM],-0.6%,.,-3.4%,.,-20.0%
CC(C)c1ccc(NC(=O)c2n[nH]c(=O)c3ccccc23)cc1,-25.4%,17.1%,-2.9%,1.7%[46 µM],7.7%,5.62µM*,-6.9%
COC(=O)c1ccc(OCC(=O)c2ccccc2OC)cc1,-0.4%,-17.5%,13.6%,?,0.5%,-24.7%,40.7%[38.3 µM]
Cc1cc(C(F)(F)F)c(C#N)c(Sc2ccccc2)n1,25.6%[10 µM],-10.0%,5.1%,-11.0%,12.4%,18.3%,?
C/C(=N\NC(=O)COc1cccc(Cl)c1)c1ccc2c(c1)OCCO2,.,-1.2%,0.2%,6.2%,-2.7%,-0.2%,3.6%
O=C(/C=C/c1cccs1)c1ccc(NC(=O)c2ccccc2F)cc1,.,11.7%,-0.9%,?,-0.4%,3.7%,17.3%
Nc1nnc(SCCN2C(=O)c3ccccc3C2=O)s1,-5.5%,21.3%,-0.6%,-0.9%,13.9%,21.4%,18.7%[38.3 µM]
COc1ccc(C(=O)Nc2nc3nccc(-c4ccccc4)n3n2)cc1,-14.0%[10 µM],-7.3%,1.6%,-8.1%,-14.9%,-24.8%,-8.3%
O=c1[nH]c2ccc(S(=O)(=O)Nc3ccc(-c4nnc5n4CCCCC5)cc3)cc2o1,-12.8%[10 µM],14.8%,-4.5%,5.3%,1.7%,-4.1%,5.4%[38.3 µM]
O=C(Nc1ccc2c(c1)C(=O)OC2)c1ccc(F)cc1F,9.1%[10 µM],12.0%[9.22 µM],.,.,3.6%,.,.
CCOC(=O)C1=CSC2=NS(=O)(=O)CCN12,-4.8%[10 µM],-0.8%,-3.5%,3.6%,-2.7%,-12.3%,-11.0%[38.3 µM]
CC(/C=C1\SC(=S)N(C(C(=O)O)C(C)C)C1=O)=C\c1ccccc1 (centres undefined),4.5%[10 µM],15.2%[9.22 µM],1.6%,?,-18.7%,.,11.4%
CCOC(=O)C1CCN(C(=O)N2CCOCC2)CC1,-5.8%,-3.3%,3.1%,5.8%,-0.6%,22.9%,18.5%[38.3 µM]
COc1ccc(OC)c(NC(=O)Cc2coc3cc(C)cc(C)c23)c1,13.3%[10 µM],-11.3%,-4.1%,1.9%,-2.5%,-5.4%,17.5%[38.3 µM]
c1cc(-c2sc(-c3ccncc3)c(-c3ccncc3)c2-c2ccncc2)ccn1,13.2%&5.4%[10 µM],0.0%[9.22 µM],-7.0%[7.66 µM],.,-22.5%,5.4%[9.22 µM],3.5%
CN=c1scc(-c2ccccc2F)n1/N=C(\C)c1cccnc1,-34.9%[10 µM],?,-3.2%,-2.3%[46 µM],?,11.2µM*,12.7%

# High-throughput results (PubChem)
